Bioassay records: PubChem BioAssay, several laboratories
ADAM10 inh = human ADAM10 inhibitors, primary screen, biochemical, QFRET, HTS; inhibition, % at 7 µM; recombinant ADAM10, EDANS/DABCYL FRET peptide cleavage, 3 h; Disintegrin and metalloproteinase domain-containing protein 10 (Homo sapiens), O14672; 370,000 compounds, 0.62% hits;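 active = inhibition above a per-campaign cutoff equal to the mean of compounds falling between control-based bounds plus 3 SD, cut at about 20% in these data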;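 note: 0% = DMSO wells while the 100% control is not disclosed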
Target sequence (O14672 214-748 limits assumed): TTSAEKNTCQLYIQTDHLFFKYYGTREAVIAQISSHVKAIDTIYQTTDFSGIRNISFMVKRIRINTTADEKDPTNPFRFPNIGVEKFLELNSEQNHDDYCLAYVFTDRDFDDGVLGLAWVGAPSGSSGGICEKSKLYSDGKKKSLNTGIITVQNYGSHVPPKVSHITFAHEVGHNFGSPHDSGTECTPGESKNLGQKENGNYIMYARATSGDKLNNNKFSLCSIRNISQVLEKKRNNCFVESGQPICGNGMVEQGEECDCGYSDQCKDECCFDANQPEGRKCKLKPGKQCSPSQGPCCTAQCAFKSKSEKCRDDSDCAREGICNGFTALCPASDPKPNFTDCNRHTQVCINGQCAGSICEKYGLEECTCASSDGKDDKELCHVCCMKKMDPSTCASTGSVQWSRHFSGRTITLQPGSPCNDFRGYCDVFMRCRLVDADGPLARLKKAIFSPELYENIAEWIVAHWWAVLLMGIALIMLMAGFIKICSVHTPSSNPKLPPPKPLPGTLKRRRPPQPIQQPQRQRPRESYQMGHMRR
GC-A act = GC-A stimulated cGMP production enhancers – HEK293 GC-A cells, cGMP TR-FRET, EC30 ANP, primary screen; AID 1671463, 2021; 0% at EC30 ANP, 100% saturating ANP; 370,000 compounds, 0.14% hits; activation, % at 10 µM; Atrial natriuretic peptide receptor 1 (Homo sapiens), P16066; in the data active = activation above about 40%
DAX1 inh-1 = DAX1 (NR0B1) inhibitors on StAR promoter, primary screen, cell-based, luminescence, SF-1 (NR5A1), full-length DAX-1; HEK293T StAR-luciferase reporter, SF-1/DAX-1 repression relief; inhibition, % at 6.8 µM; 370,000 compounds, 1.1% hits; AID 652010, 2013;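 active = inhibition above the mean over all tested compounds plus 3 SD, cut at about 3.6% in these data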;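 note: 0% = DAX-1 cells with DMSO and 100% = cells lacking DAX-1 with DMSO; higher inhibition means more luminescence from relief of DAX-1 repression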
ssDAF12 agonist = S. stercoralis DAF-12 nuclear receptor activators, primary screen, cell-based, luminescence, HEK293, GRIP1 co-expression, lit1-tk-luc; 370,000 compounds, 1% hits; Nuclear hormone receptor DAF-12 (Strongyloides stercoralis); activation, % at 6.8 µM; HEK293 ssDAF-12/GRIP1 lit1-tk-luc reporter; % of 3 µM dafachronic acid response;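 active = activation above the mean over all tested compounds plus 3 SD, cut at about 0.9% in these data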;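 note: 0% = DMSO-only wells and 100% = 3 µM delta7-dafachronic acid wells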
DAX1 inh-2 = DAX1 (NR0B1) inhibitors, primary screen, cell-based, HEK293, Gal4-DAX1, luciferase luminescence; Nuclear receptor subfamily 0 group B member 1 (Homo sapiens), P51843; HEK293 Gal4-DAX1 luciferase reporter; inhibition, % at 6.75 µM; 340,000 compounds, 0.99% hits; AID 504766, 2011;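 active = inhibition above the mean over all tested compounds plus 3 SD, cut at about 4.2% in these data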;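 note: 0% = DAX1-transfected cells with DMSO and 100% = empty-vector control cells with DMSO; inhibition shows as a rise in luminescence from relieved DAX1 repression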
Target sequence (P51843 207-470 limits assumed): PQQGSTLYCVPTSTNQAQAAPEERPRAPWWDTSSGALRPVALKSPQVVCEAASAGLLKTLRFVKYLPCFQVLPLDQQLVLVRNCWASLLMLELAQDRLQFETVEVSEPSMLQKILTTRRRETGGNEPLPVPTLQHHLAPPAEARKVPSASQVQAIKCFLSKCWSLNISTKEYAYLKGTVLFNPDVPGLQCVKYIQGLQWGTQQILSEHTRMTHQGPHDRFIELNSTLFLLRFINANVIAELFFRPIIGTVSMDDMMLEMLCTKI
PG9 Ab binder = binders of HIV-1 gp120 antibody PG9, primary screen, biochemical, TR-FRET; HIV-1 gp120 / PG9 antibody interaction; TR-FRET gp120-PG9 antibody binding; inhibition, % at 6.7 µM; 360,000 compounds, 0.43% hits; AID 624416, 2012; in the data active = inhibition above about 8.5%
ADAM17 inh = ADAM17 inhibitors, primary screen, biochemical, QFRET | Disintegrin and metalloproteinase domain-containing protein 17 (Homo sapiens), P78536 | recombinant ADAM17, EDANS/DABCYL FRET peptide cleavage | inhibition, % at 6.95 µM | 370,000 compounds, 0.83% hits | AID 720648, 2013;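 active = inhibition above the mean of compounds lying between control limits plus 3 SD, set per campaign, cut at about 8.5% in these data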;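 note: 0% = DMSO-only wells as the low control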
hgDAF12 agonist = H. glycines DAF-12 receptor agonists, primary screen, cell-based, luminescence, HEK293, GAL4 fusion, UAS-luciferase. 370,000 compounds, 1.8% hits. HEK293 GAL4-hgDAF12 UAS-luciferase reporter, agonist luminescence; normalized to butyrate control. AID 687014, 2013. activation, % at 6.8 µM. Nuclear hormone receptor DAF-12 (Heterodera glycines), GAL4 fusion;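 active = activation above a cutoff set at the mean of all screened compounds plus 3 SD, cut at about 10% in these data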;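 note: 0% = DMSO wells and 100% = sodium butyrate wells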
hcDAF12 agonist = H. contortus DAF-12 nuclear receptor activators, primary screen, cell-based, luminescence, HEK293, lit1-tk-luc reporter. HEK293 hcDAF-12 lit1-tk-luc reporter; 0% DMSO, 100% Δ7-dafachronic acid. activation, % at 6.8 µM. 370,000 compounds, 1.4% hits. AID 652067, 2013;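 active = activation above the mean of all tested compounds plus 3 SD, cut at about 5.5% in these data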;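 note: 100% = response to 3 µM Δ7-dafachronic acid high control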
SMARCA2 activ = SMARCA2 (BRM) function activators, primary screen, cell-based, luminescence, high throughput. AID 652017, 2013. activation, % at 9.1 µM. MG213 cells, MMTV-luciferase reporter, dexamethasone, overnight. 370,000 compounds, 1% hits; in the data active = activation above about 7.8%;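 note: 0% = vehicle wells and 100% = reference activator wells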
FXN GAA850 act = FXN promoter activators, primary screen, cell-based, luciferase luminescence, HEK293 lucGAA850 | HEK293 lucGAA850 FXN promoter luciferase reporter, 24 h; percent of 10 µM SAHA response | activation, % at 6 µM | 360,000 compounds, 0.56% hits | AID 540364, 2011;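 active = activation above the average of all compounds screened plus 3 SD, cutoff fixed separately per campaign, cut at about 7.5% in these data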;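 note: 0% = DMSO wells and 100% = 10 µM SAHA wells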
Starred values were filed as active, the others as inactive; / = no result given.

The first 2 compounds as a preview:
SMILES	ADAM10 inh	GC-A act	DAX1 inh-1	ssDAF12 agonist	DAX1 inh-2	PG9 Ab binder	ADAM17 inh	hgDAF12 agonist	hcDAF12 agonist	SMARCA2 activ	FXN GAA850 act
CCCCOC(=O)C1[C@H]2C(=O)N(c3ccccc3CC)C[C@]23C=C[C@H]1O3 (some centres not stated)	-14	0	0.2	-0.3	0.7	0.0	-4	0.0	-1.1	-3	-0.6
CCCCCCn1cnc2c(oc3nc4c(cc32)CCCC4)c1=O	7	9	0.6	-1.1	-1.3	0.5	1	7.5	0.2	3	4.1

All compounds of this part (from the top)
SMILES	ADAM10 inh	GC-A act	DAX1 inh-1	ssDAF12 agonist	DAX1 inh-2	PG9 Ab binder	ADAM17 inh	hgDAF12 agonist	hcDAF12 agonist	SMARCA2 activ	FXN GAA850 act
CCCCOC(=O)C1[C@H]2C(=O)N(c3ccccc3CC)C[C@]23C=C[C@H]1O3 (some centres not stated)	-14	0	0.2	-0.3	0.7	0.0	-4	0.0	-1.1	-3	-0.6
CCCCCCn1cnc2c(oc3nc4c(cc32)CCCC4)c1=O	7	9	0.6	-1.1	-1.3	0.5	1	7.5	0.2	3	4.1
CCC(C)(C)NC(=O)C(C(C)C)N(CC1CCCO1)C(=O)CNS(=O)(=O)c1ccccc1 (configuration not stated)	-7	-4	-0.1	-0.3	2.7	-2.8	2	0.2	-1.5	0	1.1
COc1ccc(COc2ccccc2C(=O)Nc2ccccn2)cc1[N+](=O)[O-]	2	0	-0.8	-0.9	-1.1	-0.3	1	3.6	-0.6	0	2.4
C[C@@H]1C(=O)O[C@H](C)[C@H]1C[C@@H](O)[C@](C)(O)C1CC[C@@]2(O)C3=CC(=O)[C@@H]4C[C@@H](O)[C@@H](O)C[C@]4(C)C3CC[C@]12C (some centres not stated)	2	-1	0.0	-1.3	0.8	-1.1	-4	-1.0	0.0	0	0.5
O=C(O)CN1C(=O)/C(=C\c2ccccc2OCc2ccc(F)cc2)SC1=S	6	-2	0.4	-0.7	0.7	-2.7	-6	-1.9	0.7	2	1.7
COc1ccccc1NC(=S)NNC(=O)c1ccccc1	4	-1	1.7	0.1	1.2	-2.6	1	11*	0.3	3	4.0
Cc1ccc(-c2cc(C(=O)N3CC4(C)CC3CC(C)(C)C4)no2)cc1 (configuration not stated)	-2	-3	-0.5	-0.1	0.7	0.0	-7	1.8	-0.6	-2	-3.6
COc1cccc(CNC(=O)[C@H]2CCCN2C(=O)[C@H]2CCCN2C(=O)c2cccs2)c1	-3	1	-1.0	-1.1	/	3.8	-3	-0.5	2.0	-8	/
CC1(CC(=O)N/N=C/c2cc3c(cc2Br)OCO3)OCCO1	-8	3	0.5	-0.5	0.5	-0.8	-4	1.9	0.1	0	3.2
COc1cc(C(=O)NCCN2CCCC2)cc(OC)c1OC	1	-1	-0.2	-1.7	-0.5	-3.0	-2	2.9	-0.9	2	1.1
CC(C)CCNC(=O)CCCCn1c(=O)[nH]c2ccsc2c1=O	1	-2	0.0	-0.5	1.7	0.0	-4	2.0	-0.6	1	-1.5
O=C1CC(Sc2ncccn2)C(=O)N1c1ccccc1 (configuration not stated)	5	0	-0.3	-1.5	0.7	-1.0	-1	2.4	-0.7	4	-0.8
Cc1ccc(NC(=O)CSCC(=O)Nc2cccc(S(=O)(=O)N3CCCCCC3)c2)cc1	4	-8	-1.7	-1.7	-0.9	0.0	4	-3.0	-0.9	-3	-0.2
Cc1ccc(C(CNS(=O)(=O)c2ccc(F)cc2C)N2CCN(C)CC2)cc1 (configuration not stated)	-3	-2	0.2	-0.6	-0.9	-2.0	1	-0.5	-1.1	4	-0.8
COc1ccc(-c2nn(-c3ccccc3)cc2C(=O)N(C)CC(=O)Nc2ccccc2Br)cc1	2	-2	-0.8	-1.4	-0.9	1.2	1	-0.9	-1.7	-3	0.6
Cc1noc(C)c1-c1ccc(C(=O)NCCN2CCOCC2)c2occc12	-29	12	-0.2	-1.2	/	-1.7	-7	-2.2	1.5	-3	0.1
CC(=O)c1ccc(N2CCN(C(=S)NCc3ccco3)CC2)cc1	-22	/	-1.4	-1.0	-0.6	-0.7	-7	-0.3	0.7	-3	-0.3
O=C(c1ccc2c3c(cccc13)CC2)C1CCCN(C(=O)c2ccc(=O)[nH]c2)C1 (configuration not stated)	-228	-2	0.1	-0.8	0.5	-2.0	-67	-0.3	-0.4	0	-0.2
COc1ccc2oc(C(=O)NN3C(C)CCCC3C)c(C)c2c1 (configuration not stated)	-3	-2	0.6	-1.8	0.4	0.2	-3	-4.4	-1.4	-2	-0.3
S=c1[nH]nc(COc2ccccc2)n1-c1ccccc1	1	6	-0.1	-0.7	0.3	0.0	-2	-0.6	-1.9	4	0.5
CSc1ncc(CN2CCCC(C(=O)Nc3ccc(-c4ccco4)cc3)C2)cn1 (configuration not stated)	-1	-7	0.1	-0.7	0.0	2.0	-2	-0.4	3.4	5	-0.5
CC1CCN(C(C(=O)NC2CCCCC2)c2cc3c(cc2[N+](=O)[O-])OCO3)CC1 (configuration not stated)	-28	0	0.7	-0.3	-0.2	0.6	-6	-0.8	0.6	-1	-0.4
Cc1cc(C(F)(F)F)nc(SCC(=O)Nc2cc(C)on2)n1	5	0	-0.8	-1.3	1.5	1.1	-5	0.7	0.6	3	-0.9
COc1ccc(NS(=O)(=O)c2ccc3c(c2)N(C(C)=O)CCO3)cc1	0	-3	-1.8	-1.5	0.7	1.7	4	-1.3	-0.3	-4	1.6
Cc1cc(-n2c(C)cc(C(=O)CSc3nnc4sc5ccccc5n34)c2C)no1	7	-17	0.5	-0.1	0.6	-1.1	4	-0.1	2.2	-2	0.2
CCCCCOC(=O)C1=C(C)N(C)C(=O)NC1c1cc(Br)c(O)c(OC)c1 (configuration not stated)	20*	-14	0.0	-0.8	-1.3	0.9	11*	-1.7	-0.5	-2	-0.9
CCOC1(c2ccccc2)CC1C(=O)N/N=C/c1cccc([N+](=O)[O-])c1 (configuration not stated)	-4	8	-0.3	-2.1	-0.1	-0.2	1	0.8	-1.1	-3	1.2
CCSc1nc(=S)n(CC)c(C)c1C(C)=O	2	3	-0.3	-1.1	-0.7	-1.1	-3	-0.4	-0.3	2	-0.3
CN1CCN(C(=O)CCCN2C(=O)/C(=C/c3cccc(Br)c3)SC2=S)CC1	2	-7	0.5	-0.6	-0.4	-0.1	-4	4.2	-0.5	1	1.4
COc1ccc(C(=O)OCC(=O)Nc2sccc2C(N)=O)cc1OC	-4	5	-1.0	-1.5	-4.1	-0.2	0	-4.0	-1.7	0	1.9
O=C(Nc1ccc(Br)cc1)c1ccc(N2C(=O)C3CC=CCC3C2=O)cc1 (configuration not stated)	-7	5	-0.3	-1.3	-0.6	-0.7	-3	0.6	-1.0	-3	-1.7
C/C(N)=C(/C#N)C(=O)CSc1nc2scc(-c3ccc(F)cc3)c2c(=O)n1C	3	13	0.2	-0.7	-0.1	-1.5	0	-1.8	0.9	-4	1.6
COc1ccc(S(=O)(=O)N2CCCCC2)cc1NC(=O)c1ccco1	0	-1	0.2	-0.6	-0.2	-1.2	-3	2.1	2.4	0	0.2
COC(=O)c1c(NC(C)=O)sc(Cc2ccccc2)c1C	3	-8	-0.1	-1.2	-0.1	0.2	-1	0.2	-0.6	-2	1.1
CN1C(=O)SC(Nc2ccccc2C(=O)O)C1=O (configuration not stated)	-44	2	-0.5	-1.2	0.9	-2.3	-12	1.3	-1.9	-1	-0.5
CCn1nnc(NC(=O)Cc2ccc(Cl)cc2)n1	2	-1	0.1	-1.6	1.4	-0.3	0	-2.0	1.6	0	0.3
CC1CCCN(C(=O)CNC(=O)c2sc3ccccc3c2Cl)C1 (configuration not stated)	5	-2	3.2	-0.3	1.1	2.9	-3	5.7	1.6	1	6.3
Cc1ccc(S(=O)(=O)Nc2cc(C)cn(Cc3ccccc3)c2=O)cc1	2	-7	-0.5	-0.8	1.5	0.9	-4	0.6	-1.0	-1	-0.3
Cc1c(C(=O)N(C)Cc2nc3ccccc3c(=O)[nH]2)oc2ccccc12	-10	-1	-2.3	-0.6	-0.9	-0.4	-5	4.2	0.6	0	-3.5
CCCCOc1ccc(/C=C/C(=O)OCC(=O)NC2CCS(=O)(=O)C2)cc1OCC (configuration not stated)	-152	0	0.1	-1.2	0.2	1.0	-48	3.5	-3.2	-2	0.0
O=[N+]([O-])c1cccc(C(=S)N2CCCC2)c1	7	0	0.1	-1.9	0.0	-0.9	4	1.7	-1.2	-4	2.3
COC(=O)c1ccc(NC(=O)c2ccccc2CC[N+](=O)[O-])cc1	1	-1	1.1	-0.9	-0.1	-1.7	2	2.9	-1.6	0	1.8
COc1cccc(NS(=O)(=O)c2ccc(OC)c(OC)c2)c1	0	-2	-0.8	-0.3	-0.6	1.1	-5	0.2	-0.2	-4	-1.5
COc1cccc(OC)c1C(=O)Nc1cccc(-c2ccc3nncn3n2)c1	-4	-1	0.7	-1.4	1.9	0.1	-6	-1.6	-1.1	-3	0.1
Cc1c(NC(=O)c2cnn3c(C(F)(F)F)cc(-c4ccco4)nc23)c(=O)n(-c2ccccc2)n1C	2	1	0.1	-0.9	-0.5	-1.4	-4	2.9	1.3	0	0.1
CSCCC(NS(=O)(=O)c1ccccc1F)C(=O)NC(C)c1ccccc1 (configuration not stated)	-5	-3	0.0	-1.8	0.1	-1.2	-6	-1.3	-2.1	0	1.4
CCCOC(=O)C(=O)NNc1ccccc1	-5	3	0.4	-0.4	-0.3	-2.0	1	1.8	3.2	0	2.1
CC(C)C(OC(=O)CN1C(=O)COc2ccccc21)C(=O)NC1CCCCC1 (configuration not stated)	3	0	-0.6	-0.9	-0.2	-0.1	-2	2.1	0.1	0	-2.0
COC(=O)c1c(C(=O)OC)c(-c2ccccc2)n2c1CS(=O)(=O)C2	4	5	-0.7	-1.5	-0.2	0.2	-3	-0.1	-1.4	0	3.6

An unsorted share of the library, and some 6.8% of all compounds hit somewhere here.
